# S3 lipid droplet: qHTS Assay for Lipid Storage Modulators in Drosophila S3 Cells; Drosophila S3 cells, BODIPY lipid droplet fluorescence, 18-24 h; cells fed with added oleic acid; lipid storage change, negative = inhibition, % at the top dose, mostly 46.1 µM; hits show Potency in µM; actives 0.64% (n = 320,000); AID 2685; active means well fitted inhibition curve with a large enough effect in the signal ratio, with a control signal flat, not every such curve was filed as active; inconclusive means small, poorly fitted or top-dose-only effect, or effect the other way, or a change in a side signal; the % refers to the signal ratio
#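 Laser-scanning cytometry quantifies lipid droplet accumulation (500–530 nm total intensity; droplet/cell object ratio) in oleic acid-fed (400 uM added) Drosophila S3 cells treated with a concentration series. 20 uM Triacsin C defined 100% inhibition.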
# S3 lipid droplet cell count max: recorded beside S3 lipid droplet, whose call it bears; cell number change, %; measured here: cell count max response;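 cells counted by Cell Tracker Red CMTPX staining in the red channel; peak over a dose series mostly up to 46.1 µM; percent activity relative to internal control wells on each plate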
# An asterisk follows results filed as active; i = inactive; ? = inconclusive; · = no result given. On the % scale 0 is the no-effect control and ±100 the full control effect; potency means the concentration at half of the fitted maximal effect. Not all compounds are listed. The share of hits here may be higher or lower than overall.
smiles | S3 lipid droplet | S3 lipid droplet cell count max
CC1=C(C(=O)OCc2ccccc2)C(c2ccc3ccccc3c2)NC(=O)N1CCCC(=O)O (stereo not given) | ? | ·
CCCOc1ccc2c(CC)cc(=O)oc2c1C | ? | ·
COc1ccc(S(=O)(=O)NC(C)C(=O)O)cc1 (stereo not given) | ? | ·
COc1ccccc1C1CCN(C(=O)c2ccccc2)CC1 | 0% | -1
CCOCCCNC(=O)C1CCN(S(=O)(=O)c2cc(Br)cc3c2N(C(=O)CC)CC3)CC1 | ? | ·
COc1ccc(-c2nc3oc4cc(OC)ccc4c(=O)c3c(=O)n2Cc2ccco2)cc1 | ? | ·
c1ccc2c(c1)CCc1c-2nc2ccccc2c1N1CCOCC1 | ? | ·
Cc1ccc(OCc2cc(C(=O)NCc3ccc(OC(F)(F)F)cc3)no2)cn1 | i | 6
Cn1nc(C(=O)NCCCN2CCCCC2)c2c1-c1ccccc1S(=O)(=O)C2 | i | ·
CCOC(=O)Cc1csc(NC(=O)CN(C)S(=O)(=O)c2cccc3cccnc23)n1 | 9% | 9
O=C(NCCCNC(=O)c1cnccn1)c1cccc(F)c1 | ? | ·
COc1cccc(C2Nc3ccccc3C(=O)N2O)c1O (stereo not given) | 11% | 1
O=C(NCc1cccs1)c1noc2c1CCCCC2 | i | 15
C#CCOCCOCCOCCNc1nc(N2CCN(C(=O)[C@H]([C@@H](C)CC)n3cc([C@@H](N)CC(C)C)nn3)CC2)nc(N2CCN(C(=O)[C@H](CCCCN)n3cc([C@@H](N)C(C)CC)nn3)CC2)n1 (stereo not given in full) | -7% | 9
COc1ccc(NC2CCCN(C(=O)c3ccc(OC)o3)C2)cc1 (stereo not given) | ? | ·
COc1ccccc1N1CCN(C2CCCN(C(=O)c3cccc(-c4ccco4)c3)C2)CC1 (stereo not given) | ? | ·
OC(COCc1ccco1)CN1CCN(C(c2ccccc2)c2ccccc2)CC1 (stereo not given) | 5% | -7
O=C(CN1CCOCC1)Nc1ccc(Br)cn1 | ? | ·
Nc1ccc(SCc2nc3cccc4c3n2CCC4)cc1 | 15% | 0
Cc1ccnc(SCC(=O)NC2CCCCCC2)n1 | ? | ·
CSc1nc2ccc3nc(NC(=O)C4COc5ccccc5O4)sc3c2s1 (stereo not given) | i | ·
COCCN1C(=O)N[C@H](c2cccc(C(F)(F)F)c2)C(C(=O)OC)=C1C | -4% | 3
Cc1cccc(-c2noc(-c3ccc4c(c3)OCO4)n2)c1 | -15% | 8
CC(/C=C1\N=C(SCc2ccccc2)SC1=O)=C\c1ccccc1 | ? | ·
CCOc1ccc(/C=N/NC(=O)CN2CCCCCCC2)cc1 | -9% | -18
Cc1ccc(/C=C2/C(=O)N(c3ccccc3)C(=S)N2C)o1 | -1% | 14
COc1cccc(C(=O)NCC(=O)N2CCN(c3ccc(C(F)(F)F)cn3)CC2)c1 | ? | ·
CC1CC(Nc2ccccc2)c2ccccc2N1C(=O)c1ccccc1F (stereo not given) | -20% | -8
COc1ccc(CNCCC2(C(C)C)CCOC(C)(C)C2)cc1 (stereo not given) | 10% | ·
CCCN(CC(=O)Nc1ccccc1OC)C(=O)Cc1ccccc1F | i | 21

# Quoted at random: six records from the list.
smiles | S3 lipid droplet | S3 lipid droplet cell count max
C#CCOCCOCCOCCNc1nc(N2CCN(C(=O)[C@H]([C@@H](C)CC)n3cc([C@@H](N)CC(C)C)nn3)CC2)nc(N2CCN(C(=O)[C@H](CCCCN)n3cc([C@@H](N)C(C)CC)nn3)CC2)n1 (stereo not given in full) | -7% | 9
CSc1nc2ccc3nc(NC(=O)C4COc5ccccc5O4)sc3c2s1 (stereo not given) | i | ·
Cn1nc(C(=O)NCCCN2CCCCC2)c2c1-c1ccccc1S(=O)(=O)C2 | i | ·
CC1CC(Nc2ccccc2)c2ccccc2N1C(=O)c1ccccc1F (stereo not given) | -20% | -8
CCCOc1ccc2c(CC)cc(=O)oc2c1C | ? | ·
Cc1ccnc(SCC(=O)NC2CCCCCC2)n1 | ? | ·

# Following part:
smiles | S3 lipid droplet | S3 lipid droplet cell count max
Cc1nc(-c2ccccc2)sc1-c1ccn[nH]1 | ? | ·
Cc1cccc(N2C(=O)/C(=C\c3ccc(C(=O)O)cc3)c3ccccc3C2=O)c1 | 23% | ·
O=C1NC[C@@H](Cc2ccc(O)cc2)N(CC2CCCCC2)C1=O | 10% | 18
Cc1cccc(C(=O)N2CCc3cc(-c4csc(NC(=O)CN5CCCC5)n4)ccc32)c1 | i | 15
Cn1nc(C(F)(F)F)c2cc(C(=O)Nc3ccc(Cl)cc3)sc21 | ? | ·
CC(C)CC(NC(=O)C1CCCN1C(=O)OC(C)(C)C)C(=O)NCC(N)=O (stereo not given) | 3% | ·
Cc1ccccc1NC(=O)C(c1ccccc1)C1CCCC1 (stereo not given) | ? | ·
N#C/C(=C\c1ccco1)C(=O)NCc1ccccc1 | ? | ·
COc1ccc(-c2csc(N(Cc3ccccc3)C(=O)COc3ccc(Cl)cc3)n2)cc1 | 14% | 6
COCCn1c(SCC(=O)Nc2ccc(C(C)=O)cc2)nnc1-c1ccco1 | ? | ·
Cc1cc(C(=O)NCc2ccccc2)no1 | -20% | ·
O=C(O)c1cc(-c2ccccc2)nc2nc(N3CCCCC3)sc12 | ? | ·
Cc1ccc(C(=O)N/C(=C/C=C/c2ccccc2)C(=O)NCc2ccco2)cc1 | 4% | -7
Cc1cc(C)c2cc(CN(Cc3nnnn3C3CCCCC3)CC3CCCO3)c(=O)[nH]c2c1 (stereo not given) | ? | ·
CCN1C(=O)/C(=C/N(C)c2ccccc2)OC1=S | i | ·
CC(NC(=O)Nc1ccc(Cl)c(Cl)c1)C(c1ccccc1)N1CCOCC1 (stereo not given) | ? | ·
CCOC(=O)N/C(N)=N/c1nc2ccccc2s1 | ? | ·
O=C1CCC(CCC(=O)N2CCCC(C(=O)c3cccc(C(F)(F)F)c3)C2)=NN1 (stereo not given) | ? | ·
Cc1nc2cc(NS(=O)(=O)c3c(C)c(C)cc(C)c3C)ccc2s1 | ? | ·
CN(CCOc1ccc(Cl)cc1)CC(=O)Nc1ccc(OC(F)F)cc1 | 18% | 4
O=C(Nc1ccccc1C(=O)N1CCCCC1)c1cccc(S(=O)(=O)N2CCOCC2)c1 | i | ·
Cc1nc2scc(-c3cccs3)c2c(=O)[nH]1 | ? | ·
COc1ccc(-n2ccnc2SCC(=O)NCc2ccc3c(c2)OCO3)cc1 | ? | ·
Cc1cc(C(=O)N(NC(=O)C(C)C)c2ccccc2)cs1 | ? | ·
Cc1cc(C)cc(NC(=O)N2CCCN(c3c(Cl)cncc3Cl)CC2)c1 | ? | ·
COc1cc(OC)cc(-c2nc(-c3ccccc3OC)no2)c1 | -12% | ·
O=C(Nc1nnc(-c2ccc3c(c2)CCCC3)o1)c1c(F)cccc1F | -1% | -10
CSCCC(NC(=O)c1ccc(Cl)cc1Cl)C(=O)NNC(=O)c1ccncc1 (stereo not given) | ? | ·
COc1ccc(Cl)c2sc(N(Cc3cccnc3)C(C)=O)nc12 | ? | ·
N#C/C(=C\c1ccc(OCc2cccc(C(=O)O)c2)cc1)C(=O)NCc1ccco1 | ? | ·
CCOC(=O)c1cnc2c(c(C)nn2C)c1Oc1cc(Cl)cc(Cl)c1 | 15% | -10
CCOC(=O)c1ccc(NC(=O)CCNc2c(N3CCCC3)c(=O)c2=O)cc1 | ? | ·
c1ccc(-n2nnnc2SCc2cn3cccnc3n2)cc1 | i | ·
O=C1c2nccnc2C(=O)N1c1ccc(C(F)(F)F)cc1 | ? | ·
CCOc1ccc(S(=O)(=O)N2CCC(C(=O)NCCc3ccc(OC)c(OC)c3)CC2)cc1 | 14% | 23
Cn1c(=O)c2c(ncn2CC(=O)N2CCCc3ccccc32)n(C)c1=O | 8% | -6
COc1ccccc1-c1c(C)nn2c(N3CCC(C)CC3)cc(C)nc12 | ? | ·
CCOC(=O)N1CCN(c2c(NCc3ccccn3)c(=O)c2=O)CC1 | ? | ·
O=S(=O)(c1cnc(Cl)c(Cl)c1)N1CCN(c2ncccn2)CC1 | ? | ·
COc1ccc2[nH]cc(CCNC(=O)Nc3ccccc3)c2c1 | -4% | 1
CCSc1nc(-c2ccccc2)c(C#N)c(=O)[nH]1 | -12% | -5
Cc1ccc([N+](=O)[O-])cc1S(=O)(=O)N1CCCCC1C(=O)O (stereo not given) | ? | ·
COc1ccc(C2CC(=O)N3CN(Cc4ccco4)CSC3=C2C#N)cc1 (stereo not given) | -12% | -24
O=C(CCCC(=O)N(CC(=O)NC1CCCC1)Cc1ccc(F)cc1)Nc1ccccn1 | 8% | -7
CC(C)(C)C1CCC2(CC1)NC(=S)N(c1ccccc1)N2 (stereo not given) | 0% | -18
CC(C)N(Cc1ccccc1)S(=O)(=O)c1ccc(F)cc1 | ? | ·
Cc1cc(C)cc(OCC(=O)OC/C(O)=C(\C#N)c2nc3ccccc3[nH]2)c1 | -11% | -14
N#C/C(=C/c1ccc(N2CCOCC2)c([N+](=O)[O-])c1)C(N)=O | ? | ·
CC(=O)c1c(N2CCN(c3ccccc3)CC2)nc(=S)n(-c2ccccc2)c1C | ? | ·
Cc1cc(=O)n(-c2ccccc2Cl)[nH]1 | -6% | 5
O=C(NCc1ccco1)C(=O)c1cn(CC(=O)N2CCCC2)c2ccccc12 | 0% | 12
Cc1ccc(C(CC(=O)c2ccc(Cl)cc2)C(=O)O)cc1 (stereo not given) | ? | ·
CNC(=S)N(C1=NCC(c2ccc([N+](=O)[O-])cc2)S1)c1ccccc1 (stereo not given) | i | 19
C/C(=N\NC(=O)c1ccc(Cn2cc(Br)cn2)o1)c1cccc(NC(=O)C(C)C)c1 | ? | ·
Cc1cccc(NC(=O)CCNS(=O)(=O)c2cc(Br)cnc2N)c1C | i | 7
CCN(CC(=O)NCc1cccs1)C(=O)c1ccc(NS(=O)(=O)c2ccc(F)cc2)cc1 | ? | ·
O=C(Nc1ccc(Cl)cc1Cl)C1=Cc2ccccc2OC1 | ? | ·
CC(NC(=O)OC(C)(C)C)C(=O)N1CCCC1C(=O)NC(Cc1ccccc1)C(N)=O (stereo not given) | 22% | ·
COc1ccc(S(=O)(=O)NCC2CCCN(CC(C)(C)C)C2)cc1 (stereo not given) | 5% | 13
COc1ccc(Cc2nnc(N/N=C/c3ccccc3O)[nH]c2=O)cc1OC | ? | ·

# (more compounds)
smiles | S3 lipid droplet | S3 lipid droplet cell count max
CCOc1cc(NC(=O)c2ccco2)c(OCC)cc1NC(=O)CCC(=O)NCc1cccnc1 | i | ·
CCOC(=O)C(C(=O)OCC)C(CC(=O)C1CC1)c1ccccc1 (stereo not given) | 4% | 1
Cc1cccc(OCCNC(=O)c2ccc(Oc3ccc(C(F)(F)F)cc3[N+](=O)[O-])cc2)c1 | -5% | 21
COC(=O)Nc1ccc2c(c1)ncn2C1CCCCC1 | ? | ·
CCN(c1ccccc1)S(=O)(=O)c1ccc(N2CCN(c3ccccc3O)CC2)nc1 | ? | ·
COc1cc(OC)c(-c2nnc3n(CCc4ccccc4)c(=O)c4ccccc4n23)cc1OC | 6% | 6
CCC(C(=O)N1CCc2cc(OC)c(OC)cc2C1)c1ccccc1 (stereo not given) | ? | ·
Cc1ccc(NS(=O)(=O)c2c(C(=O)N3CCCCCC3)c(C)n(C)c2C)c(Cl)c1 | ? | ·
O=C(CCCN1C(=O)/C(=C/c2ccccc2Cl)SC1=S)NNC(=O)c1ccccc1Cl | ? | ·
Clc1ccc(-c2cc(-c3ccccc3)on2)cc1 | ? | ·
Cc1cc(C)c(NC(=O)C(C)OC(=O)c2cc(Br)c(Br)s2)c(C)c1 (stereo not given) | ? | ·
Cc1ccc2cc(CN(C(=O)c3ccco3)c3ccccc3)c(=O)[nH]c2c1 | -19% | 1
O=C(Nc1ccc2cn[nH]c2c1)c1ccc(S(=O)(=O)N2CCOCC2)cc1 | 0% | 2
Cc1ccc(-c2nn3c(C)nnc3s2)cc1NC(=O)c1ccc(-c2ccc(Cl)cc2Cl)o1 | ? | ·
O=C(COC(=O)CCc1c[nH]c2ccccc12)NC(c1ccccc1)c1ccccc1 | 6% | -6
CCn1ccnc1CC1COc2ccccc2O1 (stereo not given) | ? | ·
CCOC(=O)C(=CNc1ccc(-c2ccco2)c(Cl)c1)C(=O)OCC | 1% | 9
CN1CCN(Cc2c(O)c(Cl)cc3c(-c4ccccc4)cc(=O)oc23)CC1 | 1% | -1
CC(Sc1nnc(-c2ccncc2)n1C)C(=O)Nc1ccc(N2CCOCC2)cc1 (stereo not given) | ? | ·
COc1ccc(NC2=Nc3cccc4cccc2c34)cc1 | -21% | 4
COc1cc(NC(=O)c2ccc(F)cc2)c(OC)cc1NC(=O)CN1CCCCC1 | ? | ·
CCn1cc(/C=C/C(=O)Nc2ccn(Cc3c(F)c(F)c(F)c(F)c3F)n2)cn1 | 3% | 10
CCOc1ccc(NC(=O)COc2ccc(C(=O)NCC3CCCO3)cc2OC)cc1 (stereo not given) | ? | ·

# An excerpt taken from the entries so far, as a working copy:
smiles | S3 lipid droplet | S3 lipid droplet cell count max
CC1=C(C(=O)OCc2ccccc2)C(c2ccc3ccccc3c2)NC(=O)N1CCCC(=O)O (stereo not given) | ? | ·
CCCOc1ccc2c(CC)cc(=O)oc2c1C | ? | ·

# Whole records from above.
# `Cc1nc2scc(-c3cccs3)c2c(=O)[nH]1` in the list: S3 lipid droplet = ?; S3 lipid droplet cell count max = ·
# `Cc1cccc(-c2noc(-c3ccc4c(c3)OCO4)n2)c1` in the list: S3 lipid droplet = -15%; S3 lipid droplet cell count max = 8
# `Cc1ccc(NS(=O)(=O)c2c(C(=O)N3CCCCCC3)c(C)n(C)c2C)c(Cl)c1` in the list: S3 lipid droplet = ?; S3 lipid droplet cell count max = ·

# Bioassay records from PubChem.
